CDK5 inh = inhibitors of human CDK5/p35 kinase, primary screen, biochemical, single concentration. inhibition, % at 10 µM. hit rate 0.01% among 330,000. Cyclin-dependent kinase 5 (Homo sapiens) + Cyclin-dependent kinase 5 activator 1 (Homo …. AID 488839, 2010. Recombinant CDK5/p35, ADP-Glo luminescence, 60 min;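 active = highest replicate inhibition of at least 50% and at least 75% of replicates reaching 50%; inconclusive = only one of the two criteria met; inactive = both criteria failed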;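 note: plate controls were DMSO neutral control for no effect and GW8510 at 10 µM for full effect; many of its hits are not listed in these tables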
NSD2 inh = NSD2 histone methyltransferase inhibitors, primary screen, biochemical, AlphaScreen, single concentration, set 2; NSD2 peptide methylation, 120 min; inhibition, % at 12.5 µM; hit rate 0.54% among 310,000; AID 743445, 2014; in the data active = inhibition above about 50%
Rtt109 Vps75 = inhibitors of C. albicans Rtt109/Vps75 HAT, primary screen, biochemical, ThioGlo CoA-SH fluorescence, plate reader. hit rate 0.16% among 330,000. purified Rtt109/Vps75, 4 h. AID 540336, 2011. inhibition, % at 34.9 µM. Histone acetyltransferase RTT109 (Candida albicans (strain SC5314 / ATCC MYA-2876)), …;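 active = inhibition of at least 50% in every replicate; inconclusive = best replicate reaches 50% inhibition but some replicates fall short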
Target sequence (Q5AAJ8 whole entry, looked up): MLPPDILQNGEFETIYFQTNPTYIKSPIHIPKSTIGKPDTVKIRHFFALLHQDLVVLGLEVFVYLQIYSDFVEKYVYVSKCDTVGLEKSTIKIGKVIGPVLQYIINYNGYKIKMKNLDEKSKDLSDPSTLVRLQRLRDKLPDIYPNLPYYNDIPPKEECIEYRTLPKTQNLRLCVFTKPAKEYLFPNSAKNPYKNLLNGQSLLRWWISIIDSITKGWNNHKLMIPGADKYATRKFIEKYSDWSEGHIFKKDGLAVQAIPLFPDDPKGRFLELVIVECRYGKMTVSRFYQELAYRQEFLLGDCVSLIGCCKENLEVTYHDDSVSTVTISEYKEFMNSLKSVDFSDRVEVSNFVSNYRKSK
PvdQ acylase = P. aeruginosa PvdQ acylase inhibitors, primary screen, biochemical, fluorescence, plate reader and imaging, single point. purified PvdQ acylase. inhibition, % at 10 µM. hit rate 0.063% among 340,000; in the data active = inhibition above about 30%, passing the limit was not always enough; inconclusive = no clear call, values can overlap the other calls;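 note: 0% = vehicle neutral wells and 100% = reference inhibitor wells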
PfHsp90 yeast 2 = growth inhibition of PfHsp90-expressing yeast, primary screen, antimalarial PfHsp90 inhibitor project, S. cerevisiae, BacTiter-Glo luminescence, single point, set 2; BacTiter-Glo ATP, 48 h; yeast lacking PDR1 and PDR3 efflux regulators; inhibition, % at 9.4 µM; hit rate 0.32% among 310,000; AID 504621, 2011;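 active = every replicate shows inhibition above about 80%, whatever the replicate mean, limit read from the data; inconclusive = mean inhibition reaches the set limit but some replicate falls short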;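 note: 0% = DMSO neutral controls and 100% = 20 µM radicicol positive controls; yeast relying on Plasmodium falciparum Hsp90 in place of its own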
Keap1-Nrf2 PPI = Keap1-Nrf2 protein-protein interaction inhibitors, primary screen, biochemical, fluorescence polarization, single point; Keap1 Kelch-Nrf2 peptide fluorescence polarization, 1536-well; inhibition, % at 9.4 µM; hit rate 0.15% among 340,000; Kelch-like ECH-associated protein 1 (Homo sapiens), Q14145; in the data active = inhibition above about 12%; inconclusive = no clear call, values can overlap the other calls; inactive = below about 7.3%;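 note: human Keap1 Kelch domain with fluorescein labeled Nrf2 9mer peptide probe; 0% = neutral control wells and 100% = peptide positive control; higher means more block of Keap1 binding to Nrf2 peptide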
cardiac RTF act = cardiac RTF calcium sensitivity activators, primary screen, biochemical, IANBD-TnC fluorescence, EC20 calcium; hit rate 0.24% among 340,000; activation, % at 7.2 µM; IANBD-labeled TnC RTF fluorescence at EC20 calcium; 0% EC20 calcium, 100% full calcium; AID 493008, 2010; Troponin I, cardiac muscle (Homo sapiens) + Troponin T, cardiac muscle (Homo sapiens) + …;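 active = activation above the mean over all tested compounds plus 3 SD, cut at about 30% in these data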;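 note: rise in fluorescence read as greater calcium sensitivity of cardiac thin filaments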
dFosB act = activators of delta FosB homodimer, primary screen, biochemical, fluorescence polarization, TAMRA-CDK5 oligo, single point | Protein FosB (Mus musculus), P13346 | purified delta FosB; percent of positive-control signal above neutral wells | activation, % at 25 µM | hit rate 0.99% among 340,000 | AID 493131, 2011;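 active = mean activation above about 17%, with every replicate also reaching it, limit read from the data, passing the limit was not always enough; inconclusive = only one of the two conditions met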;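 note: fluorescence polarization rise as delta FosB binds a TAMRA Cdk5 AP-1 oligo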
Target sequence (P13346 whole entry, looked up): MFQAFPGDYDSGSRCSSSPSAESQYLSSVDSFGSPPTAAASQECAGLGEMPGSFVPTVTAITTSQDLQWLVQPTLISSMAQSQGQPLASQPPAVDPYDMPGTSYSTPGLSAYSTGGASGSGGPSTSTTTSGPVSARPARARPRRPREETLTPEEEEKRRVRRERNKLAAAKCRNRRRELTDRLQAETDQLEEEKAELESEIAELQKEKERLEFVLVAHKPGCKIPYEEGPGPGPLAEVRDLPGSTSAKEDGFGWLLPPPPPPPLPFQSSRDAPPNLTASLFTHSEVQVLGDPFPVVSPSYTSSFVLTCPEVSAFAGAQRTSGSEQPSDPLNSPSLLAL
RTF Ca sens inh = cardiac RTF calcium sensitivity inhibitors, primary screen, biochemical, IANBD-TnC fluorescence, EC70 calcium | Troponin I, cardiac muscle (Homo sapiens) + Troponin T, cardiac muscle (Homo sapiens) + … | IANBD-labeled cardiac RTF, Ca2+ fluorescence | inhibition, % at 7.15 µM | hit rate 0.12% among 340,000 | AID 493244, 2011;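 active = inhibition above the mean inhibition of all tested compounds plus 3 SD, cut at about 17% in these data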;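 note: assay run at fixed EC70 calcium of 1.6 mM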
LANA DNA inh = inhibitors of KSHV C-LANA binding to DNA, primary screen, biochemical, fluorescence polarization, FAM-LBS DNA, MBP-C-LANA, single point | Kaposi's sarcoma herpesvirus LANA C-terminal domain (residues 932-1162) DNA binding | inhibition, % at 9 µM | hit rate 0.078% among 340,000;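 active = highest replicate inhibition at or above 60% at 9 µM, even if other replicates fall short; inactive = all replicates below 60% inhibition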;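 note: 0% = neutral control wells and 100% = 4 µM acridine orange control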
SUMO Mot1 rescue = yeast Mot1-301 growth rescue at high temperature, primary screen, SUMOylation pathway inhibitor project, S. cerevisiae, ATP luminescence, 38.5C; S. cerevisiae Mot1-301 growth rescue; percent above DMSO median, 100 means doubled; growth rescue, % at 18.8 µM; hit rate 1% among 320,000;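 active = every valid replicate shows activation above 250% relative to neutral control wells; inactive = the rest, any valid replicate at or below 250%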;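 note: OY570 slx delta 5 strain wells were the positive control but not used for scaling; some compounds called inactive have numbers as strong as hits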
Active calls of the source: *; ? = inconclusive; . = not tested or not shown; & = joins results of further samples.

SMILES | CDK5 inh | NSD2 inh | Rtt109 Vps75 | PvdQ acylase | PfHsp90 yeast 2 | Keap1-Nrf2 PPI | cardiac RTF act | dFosB act | RTF Ca sens inh | LANA DNA inh | SUMO Mot1 rescue
COc1cccc(Sc2nc(-c3ccccc3)ncc2S(C)(=O)=O)c1 | -0.7 | 10 | 4 | 2 | -11 | 3 | 4 | -7 | 4 | 2.8 | 2
COc1ccc(CN2C(=O)N(c3ccccc3)C(=O)C2CC(=O)Nc2ccccc2)cc1OC (centres undefined) | 0.8 | 1 | 2 | -5 | 19 | 2 | -3 | -7 | -2 | 0.1 | 18
CCCCN(NC(C)=O)c1nc(Cl)nc(NC(C)C)n1 | -0.8 | 1 | 4 | 0 | 8 | -1 | -8 | -3 | -19 | 0.2 | -5
CCN(CC)C(=O)CC1(c2ccccc2OC)CCOC(C(C)C)C1 (centres undefined) | -2.6 | -2 | -21 | -19 | -12 | 1 | 5 | 2 | -3 | 0.7 | 11
Cc1cc(C)cc(NS(=O)(=O)c2ccc3oc(=O)ccc3c2)c1 | 0.8 | 1 | 0 | 6 | -8 | 3 | -7 | -1 | 0 | -0.8 | 91
COc1ccc(OC)c(N=Cc2c(O)[nH]c3ccccc23)c1 | -0.2 | . | -9 | -18 | -23 | -2 | 4 | -4 | -2 | 1.8 | -6
CCOC(=O)c1cccc(NC(=O)c2cccs2)c1 | 0.1 | -2 | 0 | -14 | 12 | -7 | 0 | -12 | -3 | 3.2 | -7
Cc1sc(=NC(=O)c2ccco2)n(C)c1-c1ccccc1 | 0.9 | -2 | 0 | -2 | 11 | -3 | 1 | 2 | -8 | 0.1 | 12
Cc1onc(-c2ccccc2Cl)c1C(=O)OCC(=O)Nc1ccc2c(c1)OCO2 | . | 7 | 5 | 11 | -4 | -2 | -2 | -3 | 1 | -1.8 | -18
CCOC(=O)C1CCc2nc3ccccc3c(=O)n21 (centres undefined) | 0.1 | 1 | -6 | -6 | 17 | 0 | -3 | -8 | 7 | 0.2 | 141
CCOc1cc(/C=C2/C(=N)N3N=C(CC)SC3=NC2=O)ccc1OC(=O)c1ccco1 | 0.2 | 11 | 10 | -3 | 7 | -1 | -1 | -6 | -6 | -1.9 | -3
O=C(COC(=O)c1ccc2c(c1)OCCO2)Nc1cccc(S(=O)(=O)N2CCOCC2)c1 | 0.8 | -1 | 11 | 1 | 10 | -1 | 5 | -2 | 3 | -0.6 | 11
COc1ccccc1N1CCN(CC(O)COCc2cccs2)CC1 (centres undefined) | -1.0 | 1 | -3 | -4 | 8 | -1 | 1 | -9 | 6 | 1.5 | .
COc1ccc(NC(=O)C(NC(=O)c2ccc(=O)[nH]c2)c2ccc(OC)cc2)cc1 (centres undefined) | -1.4 | 26 | -6 | 11 | -14 | 0 | 4 | 3 | 3 | 0.5 | -3
COc1ccc(NC(=O)CSc2nc3scc(C)c3c(=O)[nH]2)cc1 | -2.1 | 0 | 7 | -7 | 11 | -2 | 1 | 11 | -5 | -1.6 | -8
NS(=O)(=O)c1ccc(CNC(=O)c2cc(-c3ccccc3)nc3ccccc23)cc1 | -0.3 | 3 | 3 | -16 | -35 | -5 | -4 | 0 | 3 | 0.2 | -8
c1ccc(-n2nnc3ccccc32)nc1 | 2.9 | -1 | -7 | -16 | -7 | -1 | 8 | -10 | -3 | 0.4 | 8
NC(=O)c1ccc(NC(=O)COC(=O)CCSc2ccccc2)cc1 | -0.2 | 0 | 2 | -3 | -19 | -3 | -4 | 7 | -5 | 1.0 | -20
Cc1ccc(C(C)C)c(OCc2n[nH]c(=S)o2)c1 | 1.2 | -1 | 0 | -16 | -45 | 2 | 2 | -3 | -10 | 0.9 | 125
COc1ccc(S(=O)(=O)N2CCN(c3ncnc4c(-c5ccccc5)nsc34)CC2)cc1 | 0.7 | . | -7 | -12 | 5 | -6 | -3 | -3 | -4 | -0.8 | -3
Cc1noc(C)c1COc1ccccc1C(=O)N(C)CC(=O)Nc1cccc(F)c1 | -0.2 | 3 | -1 | -18 | 11 | 1 | -4 | -8 | -3 | -0.4 | -9
CCCc1c(C)c2c(C)[nH]nc2oc1=O | 2.5 | -2 | 11 | -5 | -22 | -1 | 7 | -5 | 5 | -0.9 | 31
Cc1ccc(C)c(N2CCN(C(=O)C3CCCN(S(=O)(=O)c4c(C)noc4C)C3)CC2)c1 (centres undefined) | -0.8 | . | 21 | -10 | 3 | 0 | -1 | -4 | -5 | -0.6 | 23
CN1CCN(Cc2nc3c(c(=O)n(C)c(=O)n3C)n2CCCc2ccccc2)CC1 | 0.8 | -2 | -3 | -16 | -3 | -4 | -6 | -4 | -18 | -0.2 | 76
CC1CCN(CCCn2c(=S)[nH]c3c(sc4ccccc43)c2=O)CC1 | 1.6 | -6 | -1 | -7 | -7 | -5 | 0 | -15 | -2 | -1.2 | 15
O=C(COC(=O)c1cc(=O)[nH]c2ccccc12)Nc1nccs1 | 0.3 | -3 | -1 | -2 | -9 | 0 | 3 | ? | 4 | 0.0 | 6
O=C(Nc1cccc(Cl)c1)O/N=C\c1ccncc1 | 1.8 | 2 | 1 | -5 | 30 | -12 | 1 | -5 | -2 | 2.9 | -8
CS(=O)(=O)c1ccc2nc(NC(=O)C3CCCO3)sc2c1 (centres undefined) | -0.8 | -6 | -7 | -2 | -2 | 1 | 1 | -6 | 5 | 0.8 | -2
COc1ccc(CNC(=O)C[C@H]2C[C@H](C(=O)N3CCOCC3)[C@@]3(CCC4CCCC4)c4[nH]c5ccc(Cl)cc5c4CCN3C2=O)cc1OC | -1.1 | . | -2 | 1 | 1 | -1 | 1 | -1 | -6 | -1.2 | .
O=C1C2CC=C(Cl)CC2C(=O)N1CCN1CCOCC1 (centres undefined) | 0.0 | -1 | 8 | -15 | 4 | -2 | 1 | -3 | -2 | 1.2 | 67
c1ccc(-c2nc3cnccn3c2Nc2ccc3c(c2)OCCO3)cc1 | 0.2 | 12 | 4 | -2 | 21 | -4 | -3 | 0 | -2 | 0.1 | -7
NC(=O)Cn1c(=O)n(Cc2ccccc2)c(=O)c2cccnc21 | 0.0 | -1 | . | -13 | 29 | 1 | 9 | 2 | -6 | -1.2 | -16
Cc1cc(=O)[nH]c(SCCCOc2ccc(F)cc2)n1 | -0.6 | 0 | -4 | -8 | -5 | 2 | -10 | -1 | 1 | -0.2 | .
O=C1NC(=O)C(c2ccccc2)(C2CCCC2)N1 (centres undefined) | 11 | -4 | 7 | 4 | 4 | -4 | -1 | -4 | -3 | -1.6 | .
COc1ccccc1OCC(=O)O | -0.8&-0.8 | -2&1 | 2 | -27&1 | -20 | -6&1 | -6&-1 | 4&-4 | 5&-11 | -1.3&0.1 | 48&-5
CCc1nc(SCC(=O)Nc2ccc(C(=O)O)cc2)n[nH]1 | -1.3 | . | -8 | -15 | 7 | -1 | 2 | -5 | -8 | 0.7 | 11
O=C(O)c1cccc(-n2cccc2/C=C2/NC(=O)N(c3ccc(Cl)cc3)C2=O)c1 | 3.3 | 141* | 0 | -3 | -28 | 19* | -46 | -8 | 75* | 110* | .
Fc1ccc(-c2n[nH]c(=S)n2-c2ccc3c(c2)OCCO3)cc1 | -2.7 | . | 1 | -7 | 16 | 1 | -4 | -6 | 1 | 0.7 | .
O=C1C2C3C=CC(C3)C2C(=O)N1Nc1c(Cl)cc(Cl)cc1Cl (centres undefined) | 0.2 | 2 | 1 | -12 | -8 | -2 | 9 | -8 | -9 | -0.7 | 8
CCOP(=O)(c1ccccc1)C(O)c1ccc(F)cc1 (centres undefined) | 1.6 | -1 | 5 | -11 | 2 | 2 | 4 | 0 | -3 | 2.6 | 9
COc1cccc(NC(=O)C2CCN(Cc3cnn(-c4ccccc4)c3-n3cccc3)CC2)c1 | -2.4 | 1 | 3 | -13 | 60 | -4 | 3 | -6 | -8 | 0.2 | -7
CC[C@]1(O)CC2CN(CCc3c([nH]c4ccccc34)[C@@](C(=O)OC)(c3cc4c(cc3OC)N(C=O)[C@H]3[C@@](O)(C(=O)OC)[C@H](OC(C)=O)[C@]5(CC)C=CCN6CC[C@]43[C@@H]65)C2)C1 (some centres undefined) | -1.7 | . | ? | 6 | 8 | 5 | 8 | 1 | 12 | -0.1 | 8&20
COc1ccc(CNC(=O)c2cc3c(=O)n4ccccc4nc3n(Cc3cccnc3)c2=N)cc1 | 1.4 | -3 | -2&8 | 4&12 | 7 | 0 | -1 | -4 | -6 | 10 | -20&3
C=C(C)c1cccc(C(C)(C)NC(=O)NC(c2ccccc2)c2ccc(OC)cc2)c1 (centres undefined) | 0.6 | 1 | 1 | 1 | -5 | 1 | 1 | -5 | 1 | -5.1 | -5
COc1ccc(Cl)cc1N1C(=O)[C@@H]2C(c3cccc(OC)c3OC)=NO[C@@H]2C1=O | -1.4 | -1 | -4 | 5 | 30 | 3 | -4 | -1 | -6 | 0.0 | 17
COCCNC(=O)CCC1CCN(C/C=C/c2ccccc2OC)CC1 | 0.7 | 0 | 1 | -3 | -2 | -4 | -4 | 0 | 3 | -1.1 | -12
Nc1ccccc1C#Cc1ccccc1 | -0.2 | . | -6 | -10 | -3 | -7 | 5 | -12 | 13 | -1.6 | -13
CC(C)(C)c1cc(NC(=O)C2CCCO2)no1 (centres undefined) | 0.0 | -1 | 8 | -11 | -9 | 1 | -2 | -2 | -5 | 0.0 | 4
CC(C)(C)c1ccc(OCCC(=O)OCC(=O)N2c3ccccc3NC(=O)C2(C)C)cc1 | -0.1 | 1 | 0 | -6 | . | -5 | -16 | -9 | -3 | 0.1 | -7
Cc1cc(C(=O)O)ccc1-c1ccc(/C=C2\NC(=O)N(Cc3ccc(F)cc3)C2=O)o1 | -2.7 | . | -1 | -8 | 1 | -2 | -1 | -16 | 5 | 12 | -8

Screening data deposited in PubChem by several laboratories.
